# VLA-4 inh = inhibition in a human VLA-4 binding assay; P13612; VLA-4 expressing cells, ligand binding flow cytometry; inhibition, % (about 7 µM as worked out from the volumes in the protocol); 330,000 compounds, 0.2% hits; AID 2557; in the data active means inhibition above about 50%
# Target sequence (P13612 whole entry, looked up): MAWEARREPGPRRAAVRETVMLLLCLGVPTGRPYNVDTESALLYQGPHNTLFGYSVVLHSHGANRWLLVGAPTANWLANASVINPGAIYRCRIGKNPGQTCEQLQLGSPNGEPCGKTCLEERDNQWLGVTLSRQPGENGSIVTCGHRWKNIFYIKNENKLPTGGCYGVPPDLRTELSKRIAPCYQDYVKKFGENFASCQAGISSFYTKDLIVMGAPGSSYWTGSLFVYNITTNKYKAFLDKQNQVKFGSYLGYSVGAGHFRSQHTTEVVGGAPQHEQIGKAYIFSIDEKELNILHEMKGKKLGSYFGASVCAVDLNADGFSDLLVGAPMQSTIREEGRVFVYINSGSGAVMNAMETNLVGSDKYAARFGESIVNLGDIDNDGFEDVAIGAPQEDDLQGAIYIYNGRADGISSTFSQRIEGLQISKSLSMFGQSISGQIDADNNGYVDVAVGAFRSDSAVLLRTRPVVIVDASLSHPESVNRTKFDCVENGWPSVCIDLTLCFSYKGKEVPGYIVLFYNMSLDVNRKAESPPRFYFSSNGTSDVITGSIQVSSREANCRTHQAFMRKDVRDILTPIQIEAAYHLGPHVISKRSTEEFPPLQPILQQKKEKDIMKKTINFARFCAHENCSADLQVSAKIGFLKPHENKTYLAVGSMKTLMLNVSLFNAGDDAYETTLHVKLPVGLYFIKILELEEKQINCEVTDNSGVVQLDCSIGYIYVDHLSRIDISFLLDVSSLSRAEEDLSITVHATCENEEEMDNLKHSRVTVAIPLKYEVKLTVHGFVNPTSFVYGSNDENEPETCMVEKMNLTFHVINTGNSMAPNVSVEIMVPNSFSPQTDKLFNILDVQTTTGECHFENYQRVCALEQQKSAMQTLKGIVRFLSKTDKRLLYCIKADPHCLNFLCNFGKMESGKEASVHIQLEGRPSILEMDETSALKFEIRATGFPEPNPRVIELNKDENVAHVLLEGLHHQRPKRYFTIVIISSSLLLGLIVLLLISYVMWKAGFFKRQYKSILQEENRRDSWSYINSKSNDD
# CIT2-GFP yeast = modulators of TOR pathway CIT2-GFP in S. cerevisiae. GFP response vs DMSO, % at 10 µM. AID 2029. S. cerevisiae CIT2-GFP strain, flow cytometry, 3 h; 100 means same as DMSO wells. 320,000 compounds, 0.065% hits;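 active means GFP response relative to DMSO above a set limit, near the screen mean plus 3 SD, cut at about 150% in these data; inconclusive means Fewer than 70 cells measured for a yeast strain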;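 further: ratio of well median GFP fluorescence to mean of DMSO wells on the plate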
# RPL19A-GFP yeast = modulators of TOR pathway RPL19A-GFP in S. cerevisiae; percent response vs DMSO, % at 10 µM; 330,000 compounds, 0.3% hits; S. cerevisiae RPL19A-GFP strain, flow cytometry, 3 h; stronger effect = lower value;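 active means percent response vs DMSO below 50%; inconclusive means fewer than 70 events counted for the yeast strain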;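 further: median channel GFP fluorescence of the barcoded RPL19A-GFP strain; ratio of sample median GFP to plate DMSO average so 100% = DMSO; lower means less RPL19A-GFP as with rapamycin TOR inhibition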
# GRK2 aptamer HTS = blocks RNA aptamer binding to human GRK2. P25098. bead flow cytometry, FAM-aptamer displacement from GRK2. inhibition of aptamer binding, % at 10 µM. 330,000 compounds, 0.59% hits;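 active means inhibition of aptamer binding above 40%, roughly 3 SD of noise, on plates passing a quality check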;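 further: median bead fluorescence of bound FAM aptamer so fluorescent compounds give negative values; no value below 0 was filed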
# AGP1 TOR yeast = yeast TOR pathway AGP1-GFP modulation; 320,000 compounds, 0.02% hits; AID 2066; S. cerevisiae AGP1-GFP multiplex flow cytometry, 3 h; GFP as percent of DMSO wells; GFP response vs DMSO, % at 10 µM;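 active means GFP response relative to DMSO above a set limit, near screen average plus 3 SD, cut at about 150% in these data; inconclusive means fewer than 70 cells counted for the yeast strain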;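 further: median GFP channel fluorescence of the gated AGP1 strain per well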
# MEP2-GFP yeast = alters MEP2-GFP fluorescence in TOR pathway yeast screen; S. cerevisiae MEP2-GFP strain, flow cytometry GFP, 3 h; 100% = DMSO control level; GFP response vs DMSO, % at 10 µM; 330,000 compounds, 0.51% hits;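 active means GFP response versus DMSO above a set limit, roughly screen mean plus 3 SD, cut at about 180% in these data; inconclusive means fewer than 70 cells counted for a yeast strain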;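 further: median GFP fluorescence of the barcode-gated MEP2-GFP cells per well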
# Yeast superoxide = lowers age-related superoxide in aged yeast cells; S. cerevisiae aged cells, superoxide DHE fluorescence; stronger effect = lower value; superoxide response (% of plate mean), % at 10 µM; 330,000 compounds, 0.18% hits;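 active means superoxide response under a set limit, about three screen SD below normal, cut at about 65% in these data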;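 further: yeast aged for seven days with compound at 30 °C before DHE staining; 100% = average MFI of all compound-treated wells on the plate with controls excluded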
# LAP4 TOR yeast = alters LAP4-GFP fluorescence in TOR pathway yeast screen. S. cerevisiae LAP4-GFP multiplex, flow cytometry GFP, 3 h; median GFP as percent of DMSO wells. GFP response vs DMSO, % at 10 µM. 320,000 compounds, 0.34% hits. AID 2023;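 active means GFP response vs DMSO above a set limit, about the screen mean plus 3 SD, cut at about 150% in these data; inconclusive means under 70 cell events counted for the yeast strain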
# An asterisk follows results filed as active; ? = inconclusive; / = not tested or not shown; [ ] = dose if it differs, or a comment.
[1] CCOc1cc(S(=O)(=O)NCc2ccc(OC)cc2)c(OCC)cc1-n1cnnn1
[2] O=C(NCc1ccccc1F)C1CC(=O)N(c2ccc3c(c2)OCCO3)C1 (stereo not drawn)
[3] Cc1c(/C=N/n2cnnc2)c2ccccc2n1CCOc1ccccc1
[4] O=C(N/C(=C\c1ccc(Cl)cc1)C(=O)N1CCOCC1)c1ccco1
[5] CN1C(=O)/C(=C\C=C2/CCCN2C)N(C)C1=S
[6] O=C(c1cc(C(=O)c2ccco2)cc(C(=O)c2ccco2)c1)c1ccco1
[7] COc1cc(C(=S)N2CCOCC2)cc(Br)c1OS(=O)(=O)c1ccccc1
[8] Cc1c(NC(=O)c2c([N+](=O)[O-])cnn2C)c(=O)n(-c2ccccc2)n1C
Compound,1,2,3,4,5,6,7,8
VLA-4 inh,0,7,16,1,14,1,2,18
CIT2-GFP yeast,90,93,109,105,101,104,105,?
RPL19A-GFP yeast,97,94,107,102,94,105,103,42*[may fluoresce violet]
GRK2 aptamer HTS,1,3,0,0,0,0,0,0
AGP1 TOR yeast,93,106,/,101,96,106,96,?
MEP2-GFP yeast,101,95,97,102,99,105,100,284*[may fluoresce violet]
Yeast superoxide,108,106,92,95,102,105,94,96
LAP4 TOR yeast,101,109,94,101,106,94,86,84[may fluoresce violet]

[9] COCCn1c(SCc2nc3ccccc3c(=O)[nH]2)nnc1-c1ccncc1
[10] CC(NC(=O)CCOc1ccccc1)c1ccccc1 (stereo not drawn)
[11] O=C(NC1CCCC1)C(c1ccco1)N(C(=O)c1ccco1)c1ccccc1 (stereo not drawn)
[12] CCc1ccc(NC(=O)CSc2ccc(-c3ccccn3)nn2)cc1
[13] O=C(O)/C=C/c1ccc(S(=O)(=O)Nc2ccccc2C(=O)Nc2ccc(F)cc2)cc1
[14] O=C(NCc1ccc2c(c1)OCO2)c1ccc(Br)s1
[15] CCC(=O)NCc1nc2ccccc2n1Cc1ccccc1F
[16] CC(=O)N(C)c1ccc(N2CCOCC2)c2c1C(=O)c1ccccc1C2=O
Compound,9,10,11,12,13,14,15,16
VLA-4 inh,-10,4,-7,-6,-6,4,8,2
CIT2-GFP yeast,95,106,108,81,94,92,86,90
RPL19A-GFP yeast,93,106,104,90,100,99,91,94
GRK2 aptamer HTS,0,2,0,0,1,1,4,2
AGP1 TOR yeast,/,105,96,87,91,96,86,103
MEP2-GFP yeast,95,116,90,81,96,100,88,90
Yeast superoxide,99,108,104,59*,102,113,101,154
LAP4 TOR yeast,91,99,90,93,86,106,93,102

[17] Cc1ccc(N2CC(C(=O)OCc3ccccc3F)CC2=O)cc1 (stereo not drawn)
[18] O=C(NCC1CCCO1)c1ccc2c(=O)n(Cc3ccco3)c(SCC(=O)N3CCCC3)nc2c1 (stereo not drawn)
[19] Cc1ccccc1-n1c(-c2ccc(Br)o2)n[nH]c1=S
[20] CCC(C)(C)NC(=O)Nc1cc(Cl)ccc1OC
[21] C=CCc1cc(Cl)ccc1OCCN(C)C
[22] CCN(CC)C(=O)CNC(=O)Cc1ccc(Cl)cc1
[23] Nc1nc(Cl)cc(N2CCC(c3cc(-c4ccc(Cl)cc4Cl)n[nH]3)CC2)n1
[24] Cc1c(C)c2c(OCC(=O)NCc3ccccn3)cc3c(c2oc1=O)CCC(C)(C)O3
Compound,17,18,19,20,21,22,23,24
VLA-4 inh,5,2,7,8,17,-7,44,-11
CIT2-GFP yeast,111,96,96,100,/,108,98,108
RPL19A-GFP yeast,116,100,94,104,111,104,92,100
GRK2 aptamer HTS,0,6,0,0,0,0,1,0
AGP1 TOR yeast,121,101,105,96,107,/,103,105
MEP2-GFP yeast,108,106,96,103,109,103,104,98
Yeast superoxide,81,94,107,98,106,89,111,77
LAP4 TOR yeast,120,102,103,92,102,99,119,100

[25] COc1cccc(-n2c(Cc3cc(=O)[nH]c(=O)[nH]3)nnc2SCC(=O)N2CCCC2)c1
[26] O=C(COc1ccc(Cc2ccccc2)cc1)c1ccc(F)cc1
[27] CC(C)Cc1cc(C(=O)N2CCCC(C(=O)c3cc(F)ccc3F)C2)n(C)n1 (stereo not drawn)
[28] COc1cc(C(=O)N/N=C/c2coc3ccccc3c2=O)cc(OC)c1OC
[29] Cc1ccc(CN(C)CCc2ccccn2)cc1
[30] CC[C@@H]1[C@H]2CCCC(=O)N3CC[C@@H](C[C@@H]1Nc1ccccc1)[C@@H]23
[31] Cc1ccc(C(=O)c2cc3c(cc2[N+](=O)[O-])OCCO3)cc1
[32] CCOc1ccc(OCC)c(NC(=O)CN(c2ccc(C)cc2)S(=O)(=O)c2c(C)noc2C)c1
Compound,25,26,27,28,29,30,31,32
VLA-4 inh,-8,-5,4,22,-3,15,3,3
CIT2-GFP yeast,104,99,99,105,103,68,94,93
RPL19A-GFP yeast,98,104,95,102,101,96,92,102
GRK2 aptamer HTS,3,0,4,7,0,4,32,5
AGP1 TOR yeast,98,100,92,105,103,78,95,102
MEP2-GFP yeast,106,96,129,94,103,92,95,97
Yeast superoxide,92,98,110,95,80,98,80,100
LAP4 TOR yeast,95,96,93,99,95,105,98,101

[33] Cc1cc(C)n2cc(CSc3ccc(Cl)cc3)nc2n1
[34] CCOC(=O)c1c(NC(=O)COC(=O)CCOc2ccc(C)cc2)sc(C(=O)N(C)C)c1C
[35] COc1cc(NC(=O)CSc2nccc(C)n2)c(C)cc1[N+](=O)[O-]
[36] O=C(N(c1ccccn1)c1ccccn1)C12CC3CC(CC(Cl)(C3)C1)C2
[37] Cc1noc(C)c1S(=O)(=O)N1CCC(C(=O)NCCCN2CC(C)CC(C)C2)CC1 (stereo not drawn)
[38] CC(C)(C)CC(C)(C)NC(=O)Nc1cccc([N+](=O)[O-])c1
[39] COCCNC(=O)NC(=O)COC(=O)c1cccn1C
[40] CC(Oc1ccc2c(-c3ccccc3)cc(=O)oc2c1)C(=O)NCc1ccccn1 (stereo not drawn)
Compound,33,34,35,36,37,38,39,40
VLA-4 inh,24,1,3,11,17,4,26,25
CIT2-GFP yeast,99,98,93,103,102,102,109,98
RPL19A-GFP yeast,98,96,95,110,93,105,95,97
GRK2 aptamer HTS,0,0,0,0,0,0,1,0
AGP1 TOR yeast,111,101,115,103,98,99,94,101
MEP2-GFP yeast,98,99,90,106,99,103,?,105
Yeast superoxide,98,96,84,109,102,119,100,101
LAP4 TOR yeast,110,106,99,104,99,92,?,104

[41] CC(=O)CSc1nnc(-c2ccncc2)n1C
[42] Cc1ccc(N(CCC#N)C(=O)COC(=O)C2CCN(c3ccc(C(F)(F)F)cn3)CC2)cc1
[43] Cc1ccc2nc(N(CCCN(C)C)C(=O)CCc3ccccc3)sc2c1
[44] CCOc1ccc(NC(=O)CSc2nnnn2CC(=O)O)cc1
[45] CC1(C)Cc2nc(-c3ccccc3)nc(SCC(=O)N3CCOCC3)c2CO1
[46] O=C(/C=C/Sc1ccc(C(F)(F)F)cn1)c1ccccc1
[47] COc1ccccc1OCC(=O)N1CCCC(Nc2cccc(F)c2)C1 (stereo not drawn)
[48] CCOC(=O)Nc1ccc2c(c1)N(CCCN(C)C)c1ccccc1CC2
Compound,41,42,43,44,45,46,47,48
VLA-4 inh,0,15,45,7,-2,20,14,10
CIT2-GFP yeast,107,96,90,102,118,94,92,91
RPL19A-GFP yeast,104,103,93,99,109,98,97,95
GRK2 aptamer HTS,0,0,0,7,2,1,0,0
AGP1 TOR yeast,107,110,94,100,120,102,97,90
MEP2-GFP yeast,109,96,93,104,112,100,94,96
Yeast superoxide,101,81,147,120,93,95,89,103
LAP4 TOR yeast,103,115,95,100,121,135,95,88

[49] COC(=O)c1cc2n3ccccc3c(C)c(-c3ccccc3)c-2c1C(=O)OC
[50] CN(C)CCN(Cc1ccco1)S(=O)(=O)c1ccc(-c2ccc(=O)[nH]n2)s1
[51] CCOc1ccc2nc(NC(=O)CN3CCC(n4nnc5cc(C(F)(F)F)ccc54)CC3)sc2c1
[52] Cc1cccc(CNC(=O)c2ccccc2NC(=O)C2=CSCCO2)c1
[53] CC(Cc1ccccc1)N/C=C1/CC(=O)NC1=O (stereo not drawn)
[54] CCCCN1C2CCCC1CC(NC(=O)C1CCCCC1)C2 (stereo not drawn)
[55] CCOC(=O)C1=C(O)/C(=C\c2cc(C)n(-c3ccc(F)cc3)c2C)N=C1C
[56] O=C(NNS(=O)(=O)c1ccc(F)cc1)C1CCCCC1
Compound,49,50,51,52,53,54,55,56
VLA-4 inh,17,-3,4,-7,-4,-4,2,18
CIT2-GFP yeast,92,92,98,131,99,/,101,105
RPL19A-GFP yeast,92,91,100,117,95,99,101,108
GRK2 aptamer HTS,3,2,0,2,0,6,0,17
AGP1 TOR yeast,96,93,108,110,100,97,108,110
MEP2-GFP yeast,98,95,105,122,97,98,105,108
Yeast superoxide,107,98,108,111,106,99,110,93
LAP4 TOR yeast,98,94,113,124,88,86,99,102

[57] O=[N+]([O-])c1ccccc1Nc1ccccc1
[58] CC(=O)c1c(C)nn(CC(O)Cn2c3c(c4cc(C)ccc42)CCCC3=O)c1C (stereo not drawn)
[59] O=C(Cn1cnc2c(nnn2-c2cccc(F)c2)c1=O)Nc1ccc2c(c1)OCCO2
[60] Cc1cccc2cc3ccccc3nc12
[61] COc1ccc(OC)c(S(=O)(=O)Nc2c(C)n(C)n(-c3ccccc3)c2=O)c1
[62] COc1ccccc1/C=N/OCc1ccc(C#N)cc1
[63] COC(=O)c1cc(NS(=O)(=O)c2ccc(NCc3cccnc3)c(N)c2)cc(C(=O)OC)c1
[64] COc1cccc(NC(=O)CN(C)C(=O)Cc2ccc3c(c2)CCC3)c1
Compound,57,58,59,60,61,62,63,64
VLA-4 inh,5,13,9,26,-15,3,13,-1
CIT2-GFP yeast,90,103,103,107,97,93,104,91
RPL19A-GFP yeast,84,95,105,105,99,97,106,95
GRK2 aptamer HTS,7,1,3,2,0,3,3,0
AGP1 TOR yeast,82,104,101,107,100,86,106,92
MEP2-GFP yeast,?,103,106,112,102,101,101,94
Yeast superoxide,107,106,109,96,99,79,99,108
LAP4 TOR yeast,83,99,107,107,102,91,95,101

[65] Cc1cccc(NC(=O)COC(=O)c2cccc3c2C(=O)c2ccccc2C3=O)c1C
[66] Cc1cc(C(=O)Nc2nc3ccc(Cl)cc3s2)nn1C
[67] Cc1ccc(C2C=C(c3ccccc3OC(F)F)Nc3ncnn32)cc1 (stereo not drawn)
[68] Cc1ncoc1C(=O)N1CCCC(CCC(=O)NCc2ccc(F)c(F)c2)C1 (stereo not drawn)
[69] O=C(O)c1ccccc1-n1ncc2c1/C(=C/c1ccc(Cl)cc1)CC2
[70] COc1cc2c(cc1OC)CN(C(=O)CSc1ccccc1C)CC2
Compound,65,66,67,68,69,70
VLA-4 inh,3,3,5,-6,2,0
CIT2-GFP yeast,95,93,94,108,85,94
RPL19A-GFP yeast,104,100,96,99,98,94
GRK2 aptamer HTS,1,0,0,0,4,3
AGP1 TOR yeast,97,100,96,102,95,99
MEP2-GFP yeast,72,98,92,102,114,91
Yeast superoxide,92,101,108,94,111,106
LAP4 TOR yeast,88,109,105,109,109,105

# Record cards, from the list above.
# COc1cc2c(cc1OC)CN(C(=O)CSc1ccccc1C)CC2 reads VLA-4 inh: 0; CIT2-GFP yeast: 94; RPL19A-GFP yeast: 94; GRK2 aptamer HTS: 3; AGP1 TOR yeast: 99; MEP2-GFP yeast: 91; Yeast superoxide: 106; LAP4 TOR yeast: 105
# Cc1cccc(NC(=O)COC(=O)c2cccc3c2C(=O)c2ccccc2C3=O)c1C reads VLA-4 inh: 3; CIT2-GFP yeast: 95; RPL19A-GFP yeast: 104; GRK2 aptamer HTS: 1; AGP1 TOR yeast: 97; MEP2-GFP yeast: 72; Yeast superoxide: 92; LAP4 TOR yeast: 88

# From PubChem
